C2C12 statin – protects C2C12 myotubes from simvastatin toxicity. rescue of ATP level, % at 7.49 µM. 330,000 tested, 0.78% active. ATP luminescence, 48 h; scaled: DMSO 0, geranylgeraniol control 100;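 active = mean ATP rescue above about 67%, or every replicate alone reaching that limit, limit read from the data, passing the limit was not always enough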;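 also: myotubes were challenged with 10 µM simvastatin during compound exposure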
PGC1a acetyl inh – modulators of PGC1a acetylation; U2OS PGC1a acetylation, AlphaScreen anti-acetyl-lysine; with virally co-expressed GCN5 acetyltransferase; inhibition, % at 15.6 µM; 350,000 tested, 0.17% active; AID 651687;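 active = every replicate shows inhibition of at least 40%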;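 also: 0% = neutral control wells and 100% = positive control wells; some results beyond the cut were filed as inactive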
PglD DTNB – inhibitors of Campylobacter jejuni PglD acetyltransferase | purified PglD enzyme, DTNB colorimetric CoA detection | inhibition, % at 12.5 µM | 360,000 tested, 0.098% active | AID 602405; in the data active = inhibition above about 16%, passing the limit was not always enough; also: strong numbers were not always called active
miR122 inh – blocks miR-122 activity in Huh7 sensor cells | AID 602342 | activation (reporter increase), % at 12.5 µM | 340,000 tested, 0.3% active | Huh7 miR-122 Renilla luciferase sensor, 48 h; neutral wells = 0, positive control = 100;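 active = mean replicate activation score at least 90 and every replicate individually at or above 90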;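 also: higher luciferase means less miR-122 activity so hits act as miR-122 inhibitors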
GSIS activator – primary screen for activators of insulin secretion dependent on glucose, INS-1E cells, GLuc reporter luminescence | AID 743287 | 370,000 tested, 0.61% active | activation, % at 16.6 µM | INS-1E GLuc reporter insulin secretion, 2-3 h;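 active = lowest replicate activation of at least 40%, so every replicate reaches that level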;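 also: 0% = median of neutral control wells and 100% = median of IBMX positive control wells; some compounds called inactive have numbers as strong as hits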
F508del corr – correctors of CFTR F508del function in bronchial epithelial cells. CFBE cells, YFP halide quenching; stimulated with forskolin plus potentiator P3; % fluorescence drop versus neutral controls. activity (quench increase), % at 7.58 µM. 350,000 tested, 0.36% active;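 active = mean added fluorescence quench of at least 8% versus neutral control, with both replicates also reaching 8%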;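 also: cells transiently co-express mutant CFTR-F508del with the halide-sensitive YFP; corrector assay measuring rescue of mutant channel to the surface after 24 h compound exposure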
Cneo AK release – Cryptococcus neoformans lysis via adenylate kinase release | C. neoformans lysis, adenylate kinase release luminescence, 4 h; normalised: neutral wells 0, clomiphene wells 100 | lysis activity, % at 15 µM | 360,000 tested, 0.2% active;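 active = mean lysis activity across replicates of at least 80%, whatever share of replicates individually reach that level; inactive = mean lysis activity below 80%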
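Test system: log-phase Cryptococcus neoformans yeast cells; Quantity: yeast cell density of 5 × 10^6 cells/mL; Buffer or medium: YPD; Doses: single compound concentration per well; Timing: 4 h at 37 °C static, read 1 h later; Measured by: AK luminescence; Read-out basis: lysis from increased AK signal; Control set: Clomiphene as positive control.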
FN deposition inh – fibronectin deposition inhibition; AH1F fibroblasts, Alexa488-fibronectin deposition fluorescence, overnight; inhibition, % at 12.6 µM; AID 743247; 350,000 tested, 0.086% active;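 active = mean inhibition across replicates of 30% or more, regardless of how many single replicates reach that level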;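 also: positive control wells lacked labelled fibronectin entirely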
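test system = AH1F fibroblasts assembling fluorescent fibronectin matrix | quantity = 10000 AH1F cells per well | buffer or medium = DMEM plus 2% serum, read in PBS | doses = single dose, pinned | incubation = 1 h cell attachment, overnight exposure to compound and label | detection = fluorescence at 485 nm excitation, 525 nm emission | read-out basis = inhibition from reduced deposited-fibronectin fluorescence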
Numbers without * were called inactive; . = not tested or not shown; [ ] = remark or other dose.

Key to letters: A = C2C12 statin; B = PGC1a acetyl inh; C = PglD DTNB; D = miR122 inh; E = GSIS activator; F = F508del corr; G = Cneo AK release; H = FN deposition inh
compound: COc1cccc(C(=O)OCC(=O)N2CCc3ccccc32)c1OC
  A: -1; B: 0; C: -4; D: -2; E: 7; F: -3.3; G: -1; H: -2
compound: C=CCn1c(SCc2cc(C(C)=O)ccc2OCC)nc2ccccc2c1=O
  A: .; B: .; C: -3; D: 32; E: 0; F: 5.8; G: 5; H: 23
compound: CCCCNC(=O)COC(=O)c1ccc(NC(C)=O)cc1
  A: -11; B: 2; C: 1; D: -5; E: -12; F: -0.5; G: -23; H: .
compound: O=C(NCCN1CCCC1)c1ccc2c(c1)N(Cc1ccccc1)C(=O)c1ccccc1S2(=O)=O
  A: 1; B: -2; C: -9; D: 9; E: 10; F: 2.3; G: -1; H: 9
compound: COc1ccc(Nc2ncnc3c2cnn3Cc2ccccc2)cc1
  A: 12; B: -11; C: -2; D: -1; E: .; F: .; G: -31; H: 14
compound: COc1ccc(CCNC(=O)CSc2ccccn2)cc1
  A: 0; B: .; C: -5; D: 1; E: 4; F: 0.2; G: -2; H: 4
compound: COc1ccc(CNC(=O)C2CCCN(S(=O)(=O)c3c(C)n[nH]c3C)C2)cc1 (stereo not drawn)
  A: 11; B: 11; C: -3; D: 4; E: 0; F: .; G: 1; H: .
compound: CCCC(=O)Oc1c(S(=O)(=O)c2ccc(C)cc2)c(C)nn1C(C)(C)C
  A: .; B: 7; C: 2; D: 23; E: -18; F: 1.9; G: -1; H: -24
compound: CCOC(=O)C1CCCN(S(=O)(=O)c2c(C)[nH]c(C)c2C(=O)N2CCCC2)C1 (stereo not drawn)
  A: 3; B: 4; C: 4; D: 2; E: 10; F: -0.5; G: 3; H: 11
compound: O=c1c(NCCc2ccc(Cl)cc2)c(-c2ccccc2)c1=O
  A: 1; B: -11; C: 6; D: 2; E: 9; F: 1.5; G: 0; H: -3
compound: CN(C)C(=O)C[C@H]1C[C@H]2c3cc(NC(=O)C4CCOCC4)ccc3O[C@H]2[C@@H](CO)O1
  A: 6; B: 12; C: -2; D: -5[16.7 µM]; E: 9; F: 0.0; G: 2; H: -28
compound: CCN1[C@@H]2c3ccc(-c4cccnc4)c(=O)n3C[C@@H]2[C@@H](CO)[C@@H]1C(=O)NC1CCCCC1
  A: -6; B: .; C: -2; D: 3[16.7 µM]; E: 12; F: 2.8; G: 47; H: .
compound: Cc1cnc(NC(=O)Cc2c[nH]c3ccccc23)s1
  A: 13; B: -3; C: 4; D: 3; E: 2; F: -0.7; G: 4; H: .
compound: COc1ccc(C(=O)OCC(=O)NCC2CCCCC2)c(OC)c1
  A: -3; B: -3; C: -1; D: -3; E: -7; F: -1.5; G: .; H: -14
compound: C[C@H]1CN([C@@H](C)CO)C(=O)Cc2cc(NS(=O)(=O)c3cn(C)cn3)ccc2O[C@H]1CN(C)Cc1ccc(C(F)(F)F)cc1
  A: -27; B: -5; C: 62; D: -1[16.7 µM]; E: -2; F: -2.4; G: 0; H: .
compound: O=C1NCCOC(=O)[C@@H](Cc2ccc(F)cc2)CC/C=C/C[C@@H]1CC(=O)N(CCO)Cc1ccccc1
  A: 8; B: .; C: -5; D: -6; E: -35; F: -0.2; G: 10; H: 8
compound: Fc1cccc(NC(=S)NCc2ccccn2)c1
  A: .; B: .; C: -2; D: .; E: 1; F: 2.1; G: 2; H: 2
compound: C/C=C/c1ccc([C@@H]2[C@H](CO)N(CC3CC3)C23CN(C(=O)COC)C3)cc1
  A: .; B: 2; C: .; D: .; E: -3; F: -2.8; G: .; H: 2
compound: CO[C@H]1CN(C)C(=O)c2ccc(NC(=O)Nc3ccccc3Cl)cc2OC[C@@H](C)NC[C@H]1C
  A: -24; B: -2; C: 0; D: .; E: -13; F: -0.3; G: -3; H: -11
compound: C=CCNC(=O)/C(=C\c1cccc([N+](=O)[O-])c1)NC(=O)c1ccccc1
  A: -2; B: .; C: .; D: -5; E: 5; F: .; G: .; H: 2
compound: CCOC(=O)c1sc(=NC(=O)COc2ccccc2)n(C)c1C
  A: -4; B: -3; C: 3; D: -9; E: 3; F: 0.3; G: 2; H: 9
compound: Cc1ccc(NC(=O)C(C)SCc2nc3sc4c(c3c(=O)[nH]2)CCCC4)nc1 (stereo not drawn)
  A: -2; B: .; C: 2; D: 5; E: -2; F: 1.4; G: -1; H: 3
compound: CCN(CC)c1ccc(/C=N/N2CCN(c3ccccc3OC)CC2)cc1
  A: -8; B: 5; C: 6; D: 4; E: -21; F: -6.3; G: -1; H: 6
compound: CC(C)(C)c1nc(SCC(=O)NC2CCCC2)c2ccccc2n1
  A: 39; B: 14; C: 7; D: -2; E: -11; F: -1.4; G: -2; H: 2
compound: O=S(=O)(c1cccc2nonc12)N1CCN(c2ccc(F)cc2)CC1
  A: .; B: -22; C: .; D: .; E: 8; F: -1.7; G: .; H: -10

mol | C2C12 statin | PGC1a acetyl inh | PglD DTNB | miR122 inh | GSIS activator | F508del corr | Cneo AK release | FN deposition inh
COc1cccc(Nc2ncnc3c2cnn3-c2cccc(C)c2)c1 | . | . | 12 | 0 | . | . | 0 | -7
C[C@@H]1CN([C@H](C)CO)C(=O)c2cccc(NC(=O)Nc3ccc(C(F)(F)F)cc3)c2O[C@H]1CN(C)CC1CC1 | 35 | 1 | 3 | -3[16.7 µM] | -31 | -0.3 | -2 | .
CC(=O)c1c(C)nc(-c2ccccc2)nc1NC(=O)Cc1ccccc1 | . | -13 | . | . | 12 | -1.2 | . | 2
COCCn1c(SCC(=O)Nc2nc3ccccc3s2)nnc1-c1ccoc1C | 2 | 31 | 5 | 3 | -31 | . | 0 | 7
CCCN(CC(=O)Nc1ccccc1C)C(=O)C1CCCN(C(=O)c2ccc(Cl)cc2)C1 (stereo not drawn) | 44 | 3 | -2 | 2 | -31 | 1.9 | 0 | .
Cc1ccc(Cc2c(-c3ccc(C#N)cc3)nc3ccc(Cl)cn23)cc1 | -4 | -9 | -1 | 0 | . | 1.3 | -1 | -8
COc1ccc(OC)c(-c2csc(CCn3nc(C)cc3C)n2)c1 | -7 | -11 | 0 | -10 | 13 | -1.0 | 1 | 4
CC1CC(C)CN(S(=O)(=O)c2ccc(Cl)cc2)C1 (stereo not drawn) | 17 | 6 | 5 | 4 | 1 | 0.2 | 3 | 5

mol | C2C12 statin | PGC1a acetyl inh | PglD DTNB | miR122 inh | GSIS activator | F508del corr | Cneo AK release | FN deposition inh
CN(CC(=O)Nc1cc(Cl)ccc1-n1cncn1)Cc1ccccc1N1CCOCC1 | -6 | -24 | 0 | 4 | . | . | 1 | -3
O=S1(=O)c2c(Oc3cccc4ccccc34)cccc2OC(COCc2ccccc2)CN1C1CCCC1 (stereo not drawn) | -11 | 8 | -3 | 30 | -1 | 0.2 | -5 | 2
OC[C@H]1[C@@H](c2ccc(-c3cccnc3)cc2)[C@@H]2CN(CC3CCOCC3)CCCCN12 | . | 11 | -1 | 5[16.7 µM] | . | 0.0 | -2 | .
Cc1ccccc1NC(=O)CCN1CCN(Cc2ccccc2)CC1 | 6 | -9 | 3 | 0 | 13 | . | 1 | 11
Nc1nc(-c2ccccc2)c(CCCOc2ccc(NC(=O)CBr)cc2)c(=O)[nH]1 | 7 | 2 | -2 | . | . | -1.3 | 10 | -3
CCOc1ccc(C(C(=O)NC2CCCC2)N(C(=O)c2snc(C(N)=O)c2N)c2cccc(O)c2)cc1 (stereo not drawn) | -1 | . | 6 | . | -5 | -2.2 | 0 | 0
CCNC(=O)C[C@@H]1CC[C@H]2[C@@H](COc3ccc(NC(=O)C4CCOCC4)cc3C(=O)N2C)O1 | 14 | 10 | 6 | -4[16.7 µM] | 0 | -3.1 | 51 | 2
CCCn1c(C2CCCN2c2nc(-c3ccc(C)cc3)cs2)nc2cc(Cl)c(N3CCCCC3)cc21 (stereo not drawn) | 14 | . | 0 | . | -10 | -13 | -5 | -19

Full records, quoted from the list. Screens in order: C2C12 statin	PGC1a acetyl inh	PglD DTNB	miR122 inh	GSIS activator	F508del corr	Cneo AK release	FN deposition inh
CCCn1c(C2CCCN2c2nc(-c3ccc(C)cc3)cs2)nc2cc(Cl)c(N3CCCCC3)cc21 (stereo not drawn) is listed with 14	.	0	.	-10	-13	-5	-19
Cc1ccccc1NC(=O)CCN1CCN(Cc2ccccc2)CC1 is listed with 6	-9	3	0	13	.	1	11
Nc1nc(-c2ccccc2)c(CCCOc2ccc(NC(=O)CBr)cc2)c(=O)[nH]1 is listed with 7	2	-2	.	.	-1.3	10	-3
CCOc1ccc(C(C(=O)NC2CCCC2)N(C(=O)c2snc(C(N)=O)c2N)c2cccc(O)c2)cc1 (stereo not drawn) is listed with -1	.	6	.	-5	-2.2	0	0
O=S1(=O)c2c(Oc3cccc4ccccc34)cccc2OC(COCc2ccccc2)CN1C1CCCC1 (stereo not drawn) is listed with -11	8	-3	30	-1	0.2	-5	2

(list continues)
mol | C2C12 statin | PGC1a acetyl inh | PglD DTNB | miR122 inh | GSIS activator | F508del corr | Cneo AK release | FN deposition inh
Cc1ccc(S(=O)(=O)N(C)C[C@H]2OCCCC[C@H](C)Oc3ccc(NS(=O)(=O)c4ccc(Cl)cc4)cc3C(=O)N([C@H](C)CO)C[C@H]2C)cc1 | 19 | -8 | -1 | 1[16.7 µM] | -4 | 1.6 | 0 | -1
Cc1ccccc1NC(=O)C1Cc2ccccc2CN1C(=O)OCc1ccccc1 (stereo not drawn) | 2 | -5 | 11 | -2 | -21 | 0.6 | -2 | 1
CCOC(=O)c1sc(NNC(=O)c2ccc(C)cc2)nc1C | . | -9 | 3 | 1 | . | 0.6 | 1 | -3
CCCN1C[C@@H](C)[C@@H](OC)CN(C)C(=O)c2ccc(NS(=O)(=O)c3ccccc3)cc2OC[C@@H]1C | 3 | 6 | -36 | 0[16.7 µM] | 24 | -0.5 | 0 | -10
CC(=O)c1ccc(NC(=O)CN2C(=O)/C(=C/C(C)=C/c3ccccc3)SC2=S)cc1 | 11 | -2 | 0 | -6 | . | . | -1 | -2
COc1cccc(-c2ccc3c(c2)O[C@H](CN(C)CC2CC2)[C@H](C)CN([C@H](C)CO)S3(=O)=O)c1 | -34 | 0 | 3 | 9[16.7 µM] | 25 | -0.7 | 3 | -11
CCc1c(O)c(/C(C)=N\O)c(=O)n(-c2ccccc2)c1-c1ccccc1 | -5 | 0 | 1 | -5 | 8 | . | 2 | -4
O=C(C[C@H]1CC[C@@H](NS(=O)(=O)c2ccccc2)[C@H](CO)O1)N1CCC(Cc2ccccc2)CC1 | . | -2 | . | . | -2 | 2.8 | . | -3
Cc1ccc(Nc2c(-c3ccc(C)o3)nc3ncccn23)cc1 | 14 | 6 | . | -3 | -36 | -0.2 | . | 4

As entered above.
For miR122 inh, CCCCNC(=O)COC(=O)c1ccc(NC(C)=O)cc1 has -5
For F508del corr, CC1CC(C)CN(S(=O)(=O)c2ccc(Cl)cc2)C1 (stereo not drawn) has 0.2

Arranged by the number under miR122 inh (highest first): some entries from above.
structure | miR122 inh
CCOC(=O)c1sc(NNC(=O)c2ccc(C)cc2)nc1C | 1
Cc1ccccc1NC(=O)C1Cc2ccccc2CN1C(=O)OCc1ccccc1 (stereo not drawn) | -2
Cc1ccc(Nc2c(-c3ccc(C)o3)nc3ncccn23)cc1 | -3
CCc1c(O)c(/C(C)=N\O)c(=O)n(-c2ccccc2)c1-c1ccccc1 | -5
CC(=O)c1ccc(NC(=O)CN2C(=O)/C(=C/C(C)=C/c3ccccc3)SC2=S)cc1 | -6

Screening data from PubChem BioAssay.
